Tat export inh – inhibitors of E. coli Tat protein transport | E. coli MC4100 TorA-mCherry Tat export, fluorescence | inhibition, % at 10 µM | 0.036% of 340,000 active;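 active = mean replicate inhibition at least 50% and at least half of replicates individually reaching 50%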;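 also: exported cargo escapes ClpAP degradation while cytoplasmic cargo is degraded and loses fluorescence; 0% = median of neutral control wells and 100% = median of NaSCN control wells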
Arr AP2 block – inhibitors of human beta-arrestin and AP2 interaction; FITC-arrestin peptide / GST-AP2 beads, flow cytometry; AP2 beta2 appendage carries R879A mutation; inhibition, % at 10 µM; 0.31% of 340,000 active; AID 504490;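 active = inhibition above a set limit, near 3 SD of compounds lacking own fluorescence, cut at about 54% in these data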;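 also: plate controls were DMSO wells for no effect and 5 µM unlabelled arrestin peptide for full effect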
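System: GST-AP2 R879A glutathione beads. Medium: PBS with 0.05% Tween 20 and 0.1% BSA. Also added: FITC-arrestin peptide, 50 nM. Incubation: 12 min plus 1 h, RT. Measured by: high-throughput flow cytometry of beads, ex 488, em 535 nm. Evaluation: percent drop in bead-associated FITC signal.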
PfHsp90 set2 – reduces growth (ATP signal) of yeast expressing P. falciparum Hsp90; AID 504621; S. cerevisiae expressing PfHsp90, BacTiter-Glo ATP, 48 h; yeast lacking PDR1 and PDR3 efflux regulators; 0.32% of 310,000 active; inhibition, % at 9.4 µM;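 active = every replicate shows inhibition above about 80%, whatever the replicate mean, limit read from the data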;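 also: 0% = DMSO neutral controls and 100% = 20 µM radicicol positive controls; yeast relying on Plasmodium falciparum Hsp90 in place of its own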
AddAB inh – less growth of phage-infected E. coli with AddAB; E. coli expressing H. pylori AddAB, absorbance growth; inhibition, % at 11.9 µM; 0.29% of 330,000 active; AID 435030; in the data active = inhibition above about 12%;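 also: 0% = vehicle wells of infected cells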
OPRM1-OPRD1 ag – OPRM1-OPRD1 heterodimerization agonism. P35372+P41143. cells, luminescence. activation, % at 9.3 µM. 0.3% of 340,000 active; in the data active = activation above about 18%;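 also: 0% = vehicle-treated cells and 100% = reference agonist; values of inactives mirror those of a sister screen read the other way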
phage Ecoli inh – E. coli growth loss with phage present. growth absorbance. inhibition, % at 11.9 µM. 0.26% of 360,000 active; in the data active = inhibition above about 11%
Pemphigus Ab inh – human desmoglein-3 autoantibody binding inhibition; P32926; DSG3-coupled beads, scFv-anti-DSG3-GFP binding, flow cytometry; active compounds read low; binding (percent of control), % at 10 µM; 0.48% of 310,000 active;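 active = binding more than 3 SD below its plate's average and above zero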;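 also: hits lower antibody fragment binding to DSG3; some compounds called inactive have numbers as strong as hits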
Target sequence (P32926 whole entry, looked up, the tested form may be a part): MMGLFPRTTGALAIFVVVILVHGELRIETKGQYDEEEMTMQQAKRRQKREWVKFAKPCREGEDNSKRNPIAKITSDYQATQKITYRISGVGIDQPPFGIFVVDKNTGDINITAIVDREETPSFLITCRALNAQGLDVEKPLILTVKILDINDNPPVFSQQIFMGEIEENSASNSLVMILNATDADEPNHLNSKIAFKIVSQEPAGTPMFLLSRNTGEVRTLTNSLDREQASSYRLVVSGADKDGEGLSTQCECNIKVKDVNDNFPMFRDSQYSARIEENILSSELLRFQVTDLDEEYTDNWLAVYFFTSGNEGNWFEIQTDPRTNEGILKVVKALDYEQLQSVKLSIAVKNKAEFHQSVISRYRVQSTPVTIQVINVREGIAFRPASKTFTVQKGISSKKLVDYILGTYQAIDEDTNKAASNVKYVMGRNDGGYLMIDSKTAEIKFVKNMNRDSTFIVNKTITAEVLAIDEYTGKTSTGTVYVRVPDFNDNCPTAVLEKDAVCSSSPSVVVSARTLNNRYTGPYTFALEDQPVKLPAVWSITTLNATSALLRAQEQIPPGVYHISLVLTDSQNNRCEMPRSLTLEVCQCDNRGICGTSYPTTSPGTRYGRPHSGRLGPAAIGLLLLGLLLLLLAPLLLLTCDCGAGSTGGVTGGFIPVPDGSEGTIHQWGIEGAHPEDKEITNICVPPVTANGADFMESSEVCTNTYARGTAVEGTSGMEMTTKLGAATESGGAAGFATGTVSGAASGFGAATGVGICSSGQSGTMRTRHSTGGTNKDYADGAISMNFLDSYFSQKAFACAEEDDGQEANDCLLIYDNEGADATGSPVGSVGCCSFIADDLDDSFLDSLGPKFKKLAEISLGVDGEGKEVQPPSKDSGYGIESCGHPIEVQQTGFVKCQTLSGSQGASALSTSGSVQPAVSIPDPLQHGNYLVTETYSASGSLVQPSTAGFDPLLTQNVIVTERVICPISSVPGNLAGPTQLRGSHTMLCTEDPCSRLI
E coli growth – bacterial growth inhibition, counter-screen for AddAB inhibitors | 0.27% of 330,000 active | AID 449728 | E. coli V3065 growth, OD600 absorbance, 18 h | inhibition, % at 11.9 µM;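 active = inhibition above the campaign's mean inhibition across all tested compounds plus 3 SD, cut at about 9.9% in these data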;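 also: uninfected addAB+ strain grown without phage in ampicillin broth; 0% = DMSO wells and 100% = ciprofloxacin 0.95 µg/ml wells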
OPRM1-OPRD1 inv – mu-delta opioid heterodimer inverse agonism. P35372+P41143. cell-based MOR-DOR heterodimer luminescence. inhibition, % at 9.3 µM. 0.21% of 340,000 active; in the data active = inhibition above about 22%, passing the limit was not always enough;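 also: 0% = cells with DMSO and 100% = wells without cells with DMSO; values of inactives mirror those of a sister screen read the other way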
PKA-R1A act – PKA-R1A complex activation | P00514+P68181 | PKA-R1A dissociation, Cy5-IP20 fluorescence polarization; scaled: DMSO 0%, 113 µM cGMP 100% | activation, % at 11.4 µM | 0.083% of 340,000 active | AID 504707;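 active = percent activation above the mean of all tested compounds plus 3 SD, cut at about 19% in these data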;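 also: higher means more PKAc released from R1A so a rise in polarization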
SUMO Mot1 rescue – inhibitors of SUMOylation pathway: yeast Mot1-301 growth rescue; 1% of 320,000 active; growth rescue, % at 18.8 µM; S. cerevisiae Mot1-301 growth rescue, ATP luminescence, 38.5C; percent above DMSO median, 100 means doubled;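 active = every valid replicate shows activation above 250% relative to neutral control wells; inactive = the rest, any valid replicate at or below 250%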;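 also: OY570 slx delta 5 strain wells were the positive control but not used for scaling; some compounds called inactive have numbers as strong as hits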
* hit, by the source's call; i = inactive; x = no result given.

SMILES	Tat export inh	Arr AP2 block	PfHsp90 set2	AddAB inh	OPRM1-OPRD1 ag	phage Ecoli inh	Pemphigus Ab inh	E coli growth	OPRM1-OPRD1 inv	PKA-R1A act	SUMO Mot1 rescue
CSC1=NCCN1C(=O)COc1ccc2ccccc2c1	-5	-4	16	2.0	0.7	0.9	x	-0.4	-4	-3	2
O=c1c2ccccc2ncn1-c1ccccc1F	-4	3	-88	3.4	-3.8	2.2	100	0.4	19	-11	-6
COc1ccc(-c2[nH]n(-c3ccc([N+](=O)[O-])cc3)c(=O)c2C=NCC2CCCO2)cc1 (stereo unspecified)	-9	12	25	2.2	-1.2	3.8	96	-1.5	6	20*	11
Cc1c(Cl)cccc1Nc1nc(N)nc(CN2CCc3ccccc3C2)n1	-6	9	-11	-1.6	-0.9	-0.1	98	-0.5	6	-7	462
COc1ccc(-c2nc(CS(=O)(=O)CC(=O)NC3CCCCC3C)c(C)o2)cc1 (stereo unspecified)	-7	0	10	0.9	-1.3	0.0	100	0.1	6	-3	-8
COc1ccc(C(=O)Nc2c(F)c(F)c(F)c(F)c2F)c(OC)c1	-5	11	5	3.6	-2.6	4.0	96	1.3	13	-7	69
CC1=NC(=O)C(N=Nc2cccc(O)c2)N1c1ccccc1 (stereo unspecified)	6	27	x	2.0	-0.8	2.6	101	-1.5	5	-3	-10
O=C(Nc1ccccc1)[C@@H]1CC=C[C@@H]2CCN(Cc3ccccc3)C(=O)[C@@H]21	-6	5	x	1.3	-2.1	0.2	100	1.9	12	-6	4
Cc1cccc(OCCCn2c(=O)oc3ccccc32)c1	-4	-6	-84	-2.0	2.4	-0.9	97	-0.7	-12	-6	24
COc1ccc(-c2ccc(OC)c(OC)c2OC)c(OC)c1OC	3	0	2	x	-3.0	4.2	x	x	14	-1	x
COc1ccc(NC(=O)/C(N=Nc2cc(S(=O)(=O)Nc3ccc(OC)cc3)ccc2OC)=C(\C)O)cc1	2	27	-36	6.2	0.4	2.7	104	1.3	-2	-12	94
Cc1ccc2cc(C)c3nnc(SCC(=O)NCc4ccco4)n3c2c1	0	6	x	0.2	-1.2	x	91	0.8	6	-7	-20
COc1cc(NC(=O)C2=CC(c3ccco3)=NS(=O)(=O)N2C)cc(OC)c1OC	-5	3	-2	2.3	1.5	2.9	106	0.0	-8	0	446*
COc1cc(OC)c2c(-c3ccccc3)cc(=O)oc2c1C(CCN1CCCCC1)c1ccc(N(C)C)cc1 (stereo unspecified)	-1	-8	-1	-2.1	-3.0	x	102	-3.8	14	-5	-4
CCCc1ccc(-c2csc(NC(=O)Cc3cccs3)n2)cc1	-2	86*	-8	1.7	8.4	-0.5	99	1.0	-50	-6	-5

Two compounds from above, reduced to Tat export inh and PKA-R1A act.
Structure	Tat export inh	PKA-R1A act
CC1=NC(=O)C(N=Nc2cccc(O)c2)N1c1ccccc1 (stereo unspecified)	6	-3
COc1cc(OC)c2c(-c3ccccc3)cc(=O)oc2c1C(CCN1CCCCC1)c1ccc(N(C)C)cc1 (stereo unspecified)	-1	-5

Continued.
SMILES	Tat export inh	Arr AP2 block	PfHsp90 set2	AddAB inh	OPRM1-OPRD1 ag	phage Ecoli inh	Pemphigus Ab inh	E coli growth	OPRM1-OPRD1 inv	PKA-R1A act	SUMO Mot1 rescue
Cc1ccc(-n2c3c(c(=O)[nH]c2=O)C(NS(=O)(=O)c2ccc(Cl)cc2)(C(F)(F)F)C(=O)N3)cc1 (stereo unspecified)	2	-4	20	0.3	-3.3	1.9	120	0.0	17	-1	-2
CCC1=Nc2cc(C(=O)NCC3CCCO3)ccc2Sc2ccc(Cl)cc21 (stereo unspecified)	9	-7	4	0.0	2.4	1.1	94	-1.8	-12	-9	7
O=C(Cc1ccc(F)cc1)Nc1cccc(S(=O)(=O)N2CCCC2)c1	5	2	-16	-0.3	-0.9	4.3	98	0.1	6	5	-17
COc1ccc(C)cc1NC(=S)NNC(=O)c1ccccc1Cl	4	-7	12	0.0	-3.4	2.6	101	2.0	19	-7	-3
CCCn1nnnc1SCC(=O)NCc1ccc2c(c1)OCO2	-7	-1	-17	-0.1	-0.4	3.8	98	1.8	2	-11	x
CCC1c2ccc(C)n2CCN1C(=O)Nc1cc(Cl)ccc1OC (stereo unspecified)	-7	6	9	-2.9	-1.3	0.0	115	-2.7	7	2	22
Cc1nnc(SCC(=O)N(C(C)C)C(C)C)nc1C	-9	8	-1	1.0	-3.1	3.3	101	1.0	17	7	-20
COC(=O)c1ccc(OCC(O)CN2C(=O)c3ccccc3C2=O)cc1 (stereo unspecified)	-1	4	6	-0.7	-1.2	2.8	93	1.1	5	0	14
CN(C)C(CNC(=O)CCc1c[nH]c2ccccc12)c1ccccc1 (stereo unspecified)	2	0	0	1.4	138*	0.7	102	-1.0	i	0	-21
Cc1ccccc1CN1CCC(n2nccc2NC(=O)c2cccnc2)CC1	-2	-15	10	-1.4	-2.8	0.2	92	1.0	14	14	3
CCc1cc(C(=O)Nc2cc(S(=O)(=O)N(CC)CC)ccc2N2CCN(C)CC2)sc1C	4	3	3	-0.3	-1.2	2.8	99	0.4	8	-1	6
CCCCC(CC)C(=O)Nc1cc(C(=O)NCc2ccc(C)cc2)ccc1N1CCC2(CC1)CC(c1cccc(Br)c1)=NO2 (stereo unspecified)	-1	-1	-10	2.4	-1.6	0.5	92	0.1	9	-1	149
O=C(CS(=O)(=O)c1c[nH]c2ccccc12)NC1CCCCC1	-5	31	3	2.3	-0.5	2.4	94	-2.1	3	-5	5
Cc1cccc(NC(=O)CNC(=O)c2ccc(-n3cncn3)c([N+](=O)[O-])c2)c1C	-3	-12	0	-3.1	1.0	0.9	102	0.6	-7	6	-11
Cc1nnc(NC(=O)CSc2cn(CCNC(=O)c3ccccc3)c3ccccc23)s1	-9	8	28	3.7	0.7	4.8	79	0.1	-4	10	0
COc1ccc(CNC(=O)/C(C)=C\C(=O)O)cc1	-5	9	-5	-1.9	-0.2	6.5	91	1.1	1	-2	37
CN(C)CCOCCOc1ccc(Cl)c2ccccc12	-17	-13	15	0.4	1.2	1.2	x	-1.5	-6	-3	360
CCc1ccc(N=CC23c4ccccc4C(c4ccccc42)C2C(=O)N(c4ccc(OC)cc4)C(=O)C23)cc1 (stereo unspecified)	6	3	-22	2.6	-2.0	-0.5	98	-0.3	11	-3	222
CC(=O)NC1=NN(C(C)=O)C(C)(c2cccs2)S1 (stereo unspecified)	-3	5	-1	-3.0	-1.5	1.2	125	0.5	9	-7	4
COc1ccc(N(CC(=O)Nc2cccc(N(C)S(C)(=O)=O)c2)S(=O)(=O)c2ccc(F)cc2)cc1	2	-5	-10	-0.3	-1.4	-0.3	102	-1.3	8	-2	30
COc1ccc(OC)c(S(=O)(=O)Nc2ccccc2C(=O)O)c1	2	0	x	1.0	-1.4	1.5	x	-1.9	8	-1	-3
Cc1ccc(N(Cc2ccco2)C(=O)c2ccc(N3CCCCC3)c([N+](=O)[O-])c2)cc1	4	2	10	1.2	-2.2	3.4	97	1.4	11	-13	1
O=C(NCc1ccccc1)c1ccc(CS(=O)(=O)Cc2ccccc2F)o1	20	-14	-17	2.3	-3.0	0.6	104	3.1	15	-3	-4
Cc1ccc([C@H]2C(C(=O)O)=CC[C@@H](c3ccc(C)cc3)N2S(=O)(=O)c2ccccc2C)cc1	10	-8	-21	2.0	-1.3	0.9	98	-0.5	6	7	x
Cc1ccccc1N1CCN(C2CCCN(C(=O)CCC(=O)N(C)C)C2)CC1 (stereo unspecified)	-3	3	-8	5.2	-1.2	1.0	96	0.0	5	-6	294*
CCC(=O)Nc1nn(CC(C)C)c2nc3ccc(C)cc3cc12	-12	-14	13	1.4	-0.8	2.4	89	0.7	5	13	-9
CC(C)(C)C(=O)NC1CCN(S(C)(=O)=O)CC1	-5	-4	-15	0.8	2.2	3.0	106	-0.6	-13	9	2
O=C1/C(=C\c2ccccc2)SC(=S)N1CCC(=O)N1CCCCC1CCO (stereo unspecified)	14	-2	-29	1.5	0.2	2.0	103	0.6	-1	3	-15
CCOP(=O)(OCC)c1nc(-c2cccc3ccccc23)oc1N1CCOCC1	3	-4	-25	-0.9	-1.5	0.4	99	1.2	10	7	4
Cc1cc(C)c(NC(=O)Cn2nc(-c3ccccc3)nc2-c2ccccc2)c(C)c1	-2	-13	0	3.5	-1.9	3.3	99	-0.1	10	0	-17
O=C(Nc1ccccc1Br)C1CCN(C(=O)Cc2ccccc2)CC1	-3	-3	-13	2.1	-4.1	1.9	126	-1.6	22	-3	352
CCn1c(=O)c(=O)[nH]c2cc(C(=O)N(C)Cc3ccc(OC)c(F)c3)ccc21	0	-1	-6	2.2	-1.1	3.9	x	-1.4	7	2	-1
CC(=O)N1CCC(=NNc2ccc(S(=O)(=O)N3CCOCC3)cc2[N+](=O)[O-])CC1	-14	1	34	1.8	-2.6	3.0	121	1.2	14	-1	0
N#Cc1nc(-c2ccccc2F)oc1NCCc1ccccc1	3	39	-35	0.0	6.6	3.1	98	-1.1	-35	2	-10
CCOC(=O)C(=O)NCc1ccc(/C=C2/N=C(C)C(C(=O)OCC)=C2O)o1	-2	50	9	-0.8	-1.7	1.6	98	-0.1	8	-5	x
CC(OC(=O)/C=C/c1ccccc1)C(=O)NC1CCCCC1C (stereo unspecified)	-3	-8	2	2.9	-0.8	1.6	105	1.6	3	-6	-19
CC1(C)Nc2ccccc2N(CC(=O)N2CCCCC2)C1=O	2	24	-4	4.9	-1.3	2.6	97	0.5	7	7	-7
Cc1ccc(NC(=O)/C(C#N)=C/c2cccs2)c(C)c1	-1	5	x	0.6	-1.5	1.8	108	0.4	7	8	-3
O=C(COc1ccc(Br)cc1)NCCCNC(=O)c1cnccn1	4	11	9	0.4	-3.9	-0.5	104	-0.8	21	5	158
Cc1nn(C)cc1CNC(=O)C1(C)CC1(Cl)Cl (stereo unspecified)	3	-6	-25	2.3	-1.2	3.5	100	1.1	6	-10	1
CC(C)CC1NC(=O)N(CC(=O)N2CCCc3ccccc32)C1=O (stereo unspecified)	-3	5	-11	2.1	-4.3	3.8	102	-0.7	22	-3	-11
COC(=O)C1Cc2c([nH]c3ccccc23)CN1 (stereo unspecified)	0	-2	-10	7.0	0.0	2.9	129	-2.0	0	5	-6
CC(=O)O/C(=C\c1cn(C(C)=O)c2ccccc12)C(=O)O	8	16	1	-1.5	-1.9	3.9	104	-0.9	10	0	x
COc1ccc2c(c1)C(C1=C(O)CC(C)(C)CC1=O)C1=C(CC(C)(C)CC1=O)O2 (stereo unspecified)	8	-4	x	1.7	-0.1	3.6	97	3.9	1	7	8
C=Cc1ccc(C(=O)N2CCCC(Nc3ccc4c(c3)OCCO4)C2)cc1 (stereo unspecified)	-2	3	-20	x	-0.7	4.6	104	x	4	-4	x
